# High-throughput results deposited in PubChem by several laboratories.
# pCIP destab: compounds decreasing mouse p/CIP protein stability. Q05BA5. F442A p/CIP-EGFP cells, EGFP fluorescence, 16 h. decrease of EGFP signal, % at 10 µM. actives 0.01% (n = 290,000). AID 1984;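 active = EGFP signal decrease of at least 30% at 10 µM or well 3 SD below plate mean, unless failing retest; inactive = the rest, including hits failing retest or dose response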; also: some compounds called inactive have numbers as strong as hits; many of its hits are not listed in these tables
# M18AAP inhibitor: blocks P. falciparum M18 aspartyl aminopeptidase; recombinant PfM18AAP, H-Glu-NHMec fluorogenic cleavage; inhibition, % at 7.35 µM; actives 1.2% (n = 290,000); AID 1822;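 active = inhibition above the campaign mean inhibition over all tested compounds plus 3 SD, cut at about 28% in these data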;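 also: 0% = plate median of test compound wells and 100% = 2 mM ZnCl2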
# NS3 helicase inh: HCV NS3 helicase inhibition; NS3 helicase DNA unwinding, Cy5 molecular beacon fluorescence; inhibition, % at 10.9 µM; actives 0.56% (n = 290,000);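 active = inhibition above the mean of all tested compounds plus 3 SD, set per campaign, cut at about 35% in these data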;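 also: 0% = DMSO wells and 100% = thioflavine S control wells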
#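 Control set: DMSO versus 110 µM thioflavine S; Material: NS3 helicase fragment of HCV; Measured by: Cy5 fluorescence at 0 and 60 min, beacon hairpin quenching; Read-out basis: percent inhibition from t60/t0 fluorescence ratio; Times: reaction time 60 min, 25 °C; Repeats: single replicate; Compound dosing: single dose, 10.9 µM nominal final, DMSO 0.8% final.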
# IDE cell inh: inhibitors of human insulin-degrading enzyme in cells; actives 0.41% (n = 320,000); inhibition, % at 5.59 µM; P14735; HEK cells, FAbetaB cleavage, fluorescence polarization;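 active = percent inhibition above the average of all tested compounds plus 3 SD, set per screening campaign, cut at about 16% in these data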;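 also: IDE supplied by intact live HEK cells; FP after avidin binding of uncleaved biotin substrate so inhibition keeps polarization high; 0% = DMSO wells and 100% = 60 µM reference IDE inhibitor Ii1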
# Target sequence (P14735 whole entry, looked up): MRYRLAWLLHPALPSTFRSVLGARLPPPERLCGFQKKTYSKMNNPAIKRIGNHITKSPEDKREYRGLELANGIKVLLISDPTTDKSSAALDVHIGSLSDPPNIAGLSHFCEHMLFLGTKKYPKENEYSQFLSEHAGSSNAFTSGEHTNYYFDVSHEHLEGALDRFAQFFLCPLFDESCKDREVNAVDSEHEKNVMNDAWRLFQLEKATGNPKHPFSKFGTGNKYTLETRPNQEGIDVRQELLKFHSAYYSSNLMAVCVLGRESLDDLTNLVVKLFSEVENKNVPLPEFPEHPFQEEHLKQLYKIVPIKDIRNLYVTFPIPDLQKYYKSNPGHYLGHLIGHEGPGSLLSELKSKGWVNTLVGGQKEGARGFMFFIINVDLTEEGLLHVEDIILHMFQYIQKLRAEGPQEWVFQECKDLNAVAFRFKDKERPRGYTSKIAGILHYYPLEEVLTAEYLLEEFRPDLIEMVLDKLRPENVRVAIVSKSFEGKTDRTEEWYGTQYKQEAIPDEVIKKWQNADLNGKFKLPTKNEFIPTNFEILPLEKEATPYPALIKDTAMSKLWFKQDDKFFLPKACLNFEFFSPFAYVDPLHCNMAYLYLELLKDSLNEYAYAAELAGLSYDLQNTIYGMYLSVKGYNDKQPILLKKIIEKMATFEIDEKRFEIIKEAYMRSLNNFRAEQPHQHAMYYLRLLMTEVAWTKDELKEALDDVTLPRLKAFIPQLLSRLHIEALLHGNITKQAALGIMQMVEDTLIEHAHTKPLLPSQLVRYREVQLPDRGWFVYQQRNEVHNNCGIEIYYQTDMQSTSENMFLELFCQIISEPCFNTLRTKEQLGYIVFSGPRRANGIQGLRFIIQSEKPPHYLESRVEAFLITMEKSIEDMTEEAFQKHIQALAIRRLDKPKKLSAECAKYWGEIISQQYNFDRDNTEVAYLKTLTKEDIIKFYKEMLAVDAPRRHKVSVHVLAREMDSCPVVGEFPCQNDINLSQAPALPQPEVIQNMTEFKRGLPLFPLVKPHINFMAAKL
# IMP-1 inh: inhibitors of Pseudomonas aeruginosa IMP-1 metallo-beta-lactamase; AID 1556; inhibition, % at 5.6 µM; purified IMP-1, nitrocefin hydrolysis, epi-absorbance fluorescence; actives 0.45% (n = 290,000);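 active = inhibition above the mean plus 3 SD of all compounds in the same screening run, cut at about 4.5% in these data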;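 also: 0% = IMP-1 with DMSO and 100% = DMSO wells lacking enzyme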
#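 System: Purified IMP-1 | Read-out basis: Percent enzyme inhibition | Controls: IMP-1 with DMSO as 0%, enzyme-free DMSO as 100% | Replicates: One well per compound | Doses: 5.6 µM nominal single concentration | Detection: Epi-absorbance fluorescence, 480 nm excitation, 530 nm emission | Incubation: 25 °C, 15 min preincubation, 25 min reaction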
# FID counter: displaces DNA intercalator in HCV helicase counter-screen. actives 0.17% (n = 290,000). AID 1845. DNA fluorescent intercalator displacement, fluorescence. inhibition, % at 7.9 µM; in the data active = inhibition above about 37%;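 also: 0% = vehicle and 100% = reference compound; higher means more ethidium bromide displaced from hairpin DNA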
# IDE cell activ: boosts human insulin-degrading enzyme activity in HEK cells; actives 0.073% (n = 340,000); P14735; FAbeta-B cleavage, fluorescence polarization; 0% vehicle, 100% cell-free pure enzyme wells; activation, % at 5.96 µM;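 active = activation above the mean of all tested compounds plus 3 SD, set per screening campaign, cut at about 17% in these data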
# VIM-2 inhibitor: blocks Pseudomonas aeruginosa VIM-2 metallo-beta-lactamase | AID 1527 | actives 0.89% (n = 290,000) | purified VIM-2, nitrocefin hydrolysis, epi-absorbance fluorescence | inhibition, % at 5.6 µM;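 active = inhibition above the mean of all tested compounds plus 3 SD, cutoff set per screening run, cut at about 7.5% in these data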;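 also: red hydrolysis product quenches plate fluorescence so inhibitors raise well fluorescence; 0% = enzyme with DMSO and 100% = DMSO without enzyme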
# SUMO HTRF inh: inhibitors of human SUMOylation (UBC9). P63279. HTRF SUMOylation assay, SAE1/SAE2 + UBC9, in vitro. inhibition, % at 35 µM. actives 0.36% (n = 290,000); in the data active = inhibition above about 50%, passing the limit was not always enough; also: strong numbers were not always called active
# Starred values were filed as active, the others as inactive; · = no result given.
SMILES,pCIP destab,M18AAP inhibitor,NS3 helicase inh,IDE cell inh,IMP-1 inh,FID counter,IDE cell activ,VIM-2 inhibitor,SUMO HTRF inh
CC(C)OP(=O)(OC(C)C)C(Nc1ccccn1)c1ccc(F)cc1 (stereo unspecified),-2,1,-1,3,-3.1,-24,6,-2.1,8
CCN(CC)C(=S)NC(=O)Cc1ccccc1,-8,1,8,-2,-0.6,0,4,0.3,6
COc1cc(/C=C2/SC(=S)N(CCC(=O)Nc3ccccc3)C2=O)cc(OC)c1OC,-14,6,6,3,-2.1,-27,-3,1.2,·
CN(Cc1ccccc1F)C(=O)c1ccccc1Sc1ccccc1C#N,-32,-4,-8,-1,-1.9,-42,-3,-0.7,6
Cc1cc(OCC(=O)Nc2ccc(S(=O)(=O)N3CCN(C)CC3)cc2)ccc1Br,-10,-7,-38,-1,-0.7,20,5,1.1,5
CCOc1ccccc1N(CC(=O)NCCc1ccccc1)C(=O)CCC(=O)Nc1ccccn1,1,2,-2,1,-2.6,-42,4,-3.0,1
COc1ccc(CCNc2nc(N3CCCCC3)nc(N3CCCCC3)n2)cc1OC,-14,4,-13,-3,-0.2,-7,-7,-1.4,-2
CCCc1nnc2n1N=C(c1ccc(OC)c(OC)c1)CS2,6,4,7,0,-2.1,-6,9,-0.1,-8
C/C(=N\NC(=O)c1ccoc1C)c1cccnc1,2,-13,11,4,-5.0,3,1,-4.2,-6
COc1cc(OC)cc(OCC(O)Cn2cnc(-c3ccccc3)c2)c1 (stereo unspecified),4,5,-21,-5,-5.9,-12,-9,-1.8,4
COc1ccc2[nH]c(=O)c(CN(Cc3cccnc3)C(=S)NCC3CCCO3)cc2c1 (stereo unspecified),1,5,1,0,-0.1,-28,-3,0.1,11
Cc1nc2ccccn2c1-c1ccnn1S(=O)(=O)c1ccc(F)cc1,0,-2,-5,4,-1.6,-18,4,0.2,4
COc1ccc(C(=O)/C=C/C(=O)N(Cc2ccccc2)C(C(=O)NC2CCCCC2)c2ccncc2)c(O)c1 (stereo unspecified),-2,-4,-19,0,-1.3,-32,1,-1.9,-15
COc1ccc([N+](=O)[O-])cc1NC(=O)Nc1ccc(OC)c(OC)c1,0,3,-8,-7,-3.8,11,1,-2.3,-7
Nc1nc(-c2sc3nc4c(cc3c2N)CCCC4)nc(N2CCOCC2)n1,-4,5,5,4,-1.2,3,4,1.3,28
CC(=O)N1SC(N)=NC1c1ccccc1 (stereo unspecified),-8,3,4,-4,-1.8,2,7,-3.1,23
O=C(CSc1nnc(-c2ccccn2)n1Cc1ccco1)c1ccccc1,-15,-2,-12,8,-1.2,-26,7,-3.1,23
Cc1ccc(S(=O)(=O)n2nc(-c3ccco3)nc2N)cc1,6,-2,10,0,-0.4,-2,2,2.5,7
CCOc1ccc(S(=O)(=O)N(CC)CC(=O)N2CCOCC2)cc1C,4,1,1,2,-4.5,-18,5,-0.9,-7
Cn1c(=O)c2cc(S(=O)(=O)NCCC(=O)N3CC=C(c4ccccc4)CC3)ccc2n(C)c1=O,-10,-2,-9,6,-1.9,-17,-10,-1.6,-4
CCN(CC)Cc1oc(CO)cc(=O)c1O,-3,5,13,1,0.8,-3,2,0.8,10
COc1ccc2[nH]cc(CCNC(=O)Cc3ccc(Br)cc3)c2c1,-2,-2,-2,4,-3.6,-8,2,-1.2,19
O=C1CCc2cc(S(=O)(=O)NCCC(=O)NC3CCN(Cc4ccccc4)CC3)ccc2N1,2,3,-2,3,-5.2,5,-1,-2.8,3
Nc1nc2ccccc2n1CCOc1ccc(Cl)cc1,-3,-3,-74,2,-5.4,23,3,-2.6,-6
CC1=C(C(=O)OC(C)C)C(c2ccco2)NC(=O)N1 (stereo unspecified),-6,6,13,3,-1.1,-1,2,0.0,-12
Clc1ccc(CN2C3=NCCN3c3ccccc32)cc1Cl,-7,4,-28,1,-2.8,20,3,-1.5,14
CCCCCn1c(N2CCN(Cc3ccccc3)CC2)nc2c1c(=O)[nH]c(=O)n2C,-30,7,-6,5,-2.7,-25,-5,-0.5,-23
Cc1ccc(S(=O)(=O)NC(C(=O)N2CCOCCOCCOCCOCC2)c2ccccc2)cc1 (stereo unspecified),10,0,6,7,-2.1,-27,2,1.4,4
Cc1ccc(CNC(=O)/C=C/c2ccc(S(=O)(=O)NCc3ccco3)cc2)cc1,-1,-3,7,3,-1.0,-25,-1,-1.6,15
COc1cc(NC(=O)c2cc([N+](=O)[O-])ccc2N2CCOCC2)ccc1NC(=O)c1ccco1,2,4,0,5,-1.2,-22,-5,0.2,-1
COC(=O)Cc1c(O)ccn(Cc2ccccc2OC)c1=O,3,-1,2,0,-0.7,1,1,-0.6,-21
O=C(Nn1c(-c2ccc(Br)cc2)nc2ccccc2c1=O)c1cccnc1,2,1,9,1,-4.7,-6,7,-1.4,3
COc1ccc(-c2coc3c(CN4CCOCC4)c(O)ccc3c2=O)cc1,-5,-1,5,1,-0.5,-6,4,-0.9,35
Cc1cc(C)n(CC(O)CN2C(=O)NC(C)(C)C2=O)n1 (stereo unspecified),-4,-2,5,9,-2.2,0,-1,1.0,-10
Cc1cc(C)c2[nH]c(C(=O)Nc3ccc(F)cc3Br)cc2c1,2,0,24,7,-2.2,-14,3,0.9,-18
Cc1ccc(NC(=O)c2cc(-c3ccc(C)o3)nc3ccccc23)nc1,-8,-21,16,1,1.6,-6,-13,0.3,5
O=[N+]([O-])c1ccc(NNC(=S)Nc2ccccc2)cc1,-13,39*,-1,4,-2.4,2,-4,-5.6,1
O=C(O)CCc1ccc(-c2ccc(Cl)cc2)n1CCC(=O)O,-8,3,27,-2,-4.0,-31,5,0.7,2
Cc1cc(Cl)cc(C)c1OCC(=O)O,2,·,·,1,·,·,2,·,11
O=C(CCCc1nc(-c2ccccc2)no1)NCc1cccnc1,-14,-3,3,4,-0.6,-3,-2,-1.6,2
CCn1c(=O)cc(SCC(=O)NCC2CCCO2)c2ccccc21 (stereo unspecified),-8,-32,9,8,-3.1,-16,0,-3.9,9
Clc1cccc(CNCCNCc2cccc(Cl)c2)c1,-3,0,-15,-1,-4.5,0,-2,-1.1,22
O=C(c1cccs1)N1CCC(c2nc3ccccc3s2)CC1,-4,-1,-3,0,-0.8,-27,7,-2.1,5
COc1ccc(C(CC(=O)NCCN2CCOCC2)NS(=O)(=O)c2ccc(C)cc2)cc1 (stereo unspecified),-1,1,1,6,-1.5,5,2,-2.2,7
Cc1ccc(C(C)C)c(OCC(=O)NS(=O)(=O)c2ccc(Cl)cc2)c1,-5,3,-10,1,-1.0,-24,4,-1.1,10

# 2 entries from above, bar-delimited:
SMILES | pCIP destab | M18AAP inhibitor | NS3 helicase inh | IDE cell inh | IMP-1 inh | FID counter | IDE cell activ | VIM-2 inhibitor | SUMO HTRF inh
O=C1CCc2cc(S(=O)(=O)NCCC(=O)NC3CCN(Cc4ccccc4)CC3)ccc2N1 | 2 | 3 | -2 | 3 | -5.2 | 5 | -1 | -2.8 | 3
Nc1nc2ccccc2n1CCOc1ccc(Cl)cc1 | -3 | -3 | -74 | 2 | -5.4 | 23 | 3 | -2.6 | -6

# Back to the main list; the three compounds before the break are reprinted first.
SMILES,pCIP destab,M18AAP inhibitor,NS3 helicase inh,IDE cell inh,IMP-1 inh,FID counter,IDE cell activ,VIM-2 inhibitor,SUMO HTRF inh
O=C(c1cccs1)N1CCC(c2nc3ccccc3s2)CC1,-4,-1,-3,0,-0.8,-27,7,-2.1,5
COc1ccc(C(CC(=O)NCCN2CCOCC2)NS(=O)(=O)c2ccc(C)cc2)cc1 (stereo unspecified),-1,1,1,6,-1.5,5,2,-2.2,7
Cc1ccc(C(C)C)c(OCC(=O)NS(=O)(=O)c2ccc(Cl)cc2)c1,-5,3,-10,1,-1.0,-24,4,-1.1,10
Cc1[nH]c2ccccc2c1C(=O)CSc1cccc[n+]1[O-],-4,7,-5,2,-2.3,3,8,-1.2,19
CC1(C)CC(=O)C(=CN2CCN(C(=O)c3ccco3)CC2)C(=O)C1,-2,-4,13,·,-2.4,-8,-1,-0.6,17
O=C(O)CCC(=O)N1CCOc2ccc(Cl)cc21,0,3,5,1,-3.8,-3,-4,-1.4,8
CCOC(=O)c1nnn(-c2nonc2-n2cccc2)c1CN1CCCCC1,0,-11,-3,-1,-0.8,-4,6,-1.0,7
O=C(Nc1cccnc1)C1CCCN1S(=O)(=O)c1ccc(Cl)c(Cl)c1 (stereo unspecified),-7,0,-4,3,-5.0,-6,-1,-2.2,4
COc1cc(Cn2c(-c3ccc(O)c(OC)c3)nc3ccccc32)ccc1O,4,2,-10,5,-2.8,-25,2,-1.4,-4
CCCc1nnc(NC(=O)C(=O)NCCN(CC)CC)s1,-7,-12,-6,·,-1.1,-5,7,-0.6,24
CCCN1C(=O)c2ccc(C(=O)Nc3ccccc3C(=O)O)cc2C1=O,9,-10,19,2,-0.7,-1,-1,-1.4,3
CCc1nnc(NC(=O)CSc2ncc(-c3ccccc3)[nH]2)s1,-6,4,-8,9,-6.5,-4,6,-2.5,-5
COc1ccc(C)cc1N(CC(=O)Nc1ccc(S(=O)(=O)N2CCCC2)cc1)S(C)(=O)=O,-10,-1,-9,·,-2.0,-48,3,-0.5,-8
CCN(CC)S(=O)(=O)c1ccc(OC)c(NC(=O)c2cccc(C)c2[N+](=O)[O-])c1,6,5,-1,5,-3.2,-4,2,-2.6,-10
O=C(COC(=O)c1cnccn1)Nc1ccc2c(c1)OCO2,0,1,-4,1,-4.1,0,-1,-2.3,7
COc1ccc2nc(SCC(=O)Nc3cc(OC)c(OC)cc3C(=O)O)c(C)cc2c1,-6,18,15,-1,-1.2,-24,6,-1.1,10
COc1cc(OC)c(C(=O)Oc2ccc3c(c2)OCO3)cc1OC,3,3,-3,4,-2.9,-7,7,-3.8,6
CC(C)=CC(O)C/C(C)=C/COc1ccc2ccc(=O)oc2c1 (stereo unspecified),2,·,·,-2,·,·,7,·,15
COc1ccc(/C=N/NC(=O)CCc2n[nH]c(=O)[nH]c2=O)cc1OC,8,-3,-2,2,-3.9,0,5,-1.7,0
COc1cccc(OC)c1C(=O)Nc1ccc2c(c1)N(S(=O)(=O)c1cccs1)CCC2,1,-1,-5,5,-1.9,-30,-2,-1.2,-17
CCOC(=O)C(Oc1ccc2c(-c3ccccc3)cc(=O)oc2c1)c1ccccc1 (stereo unspecified),-2,-7,-6,-3,0.2,-28,4,0.6,-7
COc1ccc(CCn2c(=S)[nH]c3cc(C(=O)NCc4ccco4)ccc3c2=O)cc1OC,-9,20,0,5,0.0,-5,-5,-0.6,26
CCC(C(=O)NCc1ccccn1)n1c2ccccc2c2nc(=O)cc(C)n21 (stereo unspecified),10,0,0,2,-3.6,-25,-1,-2.9,-5
O=C(CCCNC(=O)/C(=C/c1ccccc1F)NC(=O)c1ccccc1)OCc1ccccc1,2,-6,-1,1,1.1,-28,0,-0.6,10
CN1CCN(c2ccccc2NC(=O)c2cc3ccccc3o2)CC1,-6,0,1,-4,-2.0,8,-8,0.4,12
Cc1ccc(C(=O)NCCCNC(=O)COc2ccc(Cl)cc2)cn1,-15,1,-1,-6,-2.3,-14,5,-2.1,18
O=c1cnn(Cc2ccc(Cl)c(Cl)c2)c2ccccc12,-18,-9,4,4,-0.7,-23,-10,-0.5,9
